Rv3671c inh – Rv3671c (M. tuberculosis) protease inhibition. AID 2606. actives 0.048% (n = 320,000). inhibition, % at 5.96 µM; in the data active means inhibition above about 38%;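 further: extracellular domain of Rv3671c used as enzyme; 0% = enzyme with DMSO and 100% = no enzyme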
Target sequence (P9WHR9 whole entry, looked up, the tested form may be a part): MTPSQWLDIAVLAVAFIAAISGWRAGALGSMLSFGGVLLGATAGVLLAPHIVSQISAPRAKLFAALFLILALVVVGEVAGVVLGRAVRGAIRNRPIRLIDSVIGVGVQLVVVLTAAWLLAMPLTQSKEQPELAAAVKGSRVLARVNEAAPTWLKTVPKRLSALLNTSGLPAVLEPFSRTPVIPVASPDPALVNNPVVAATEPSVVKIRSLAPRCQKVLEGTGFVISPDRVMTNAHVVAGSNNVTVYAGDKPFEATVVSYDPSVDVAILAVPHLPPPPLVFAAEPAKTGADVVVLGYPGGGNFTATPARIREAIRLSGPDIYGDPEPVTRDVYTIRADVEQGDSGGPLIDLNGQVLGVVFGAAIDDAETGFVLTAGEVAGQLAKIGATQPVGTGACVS
SARS 3CLpro inh – SARS-CoV 3CLpro protease inhibition; AID 1706; recombinant SARS-CoV 3CLpro, quenched FRET peptide cleavage; inhibition, % at 6 µM; actives 0.14% (n = 290,000); P0C6X7; in the data active means inhibition above about 12%
CCHF vOTU inh – blocks the CCHF virus ovarian tumor domain protease; inhibition, % at 11.5 µM; CCHFV vOTU protease, Pep-AMC fluorescence; actives 0.55% (n = 370,000); AID 651958; in the data active means inhibition above about 30%; further: 0% = vehicle wells with enzyme and 100% = no enzyme wells
PrPC TRFRET – reduces human prion protein on the cell surface; P04156; cell surface PrPC, TR-FRET read-out; inhibition, % at 13.8 µM; actives 0.43% (n = 370,000); AID 720596; in the data active means inhibition above about 24%; further: 0% = median of the test wells and 100% = reference compound wells
TcdB inh – TcdB glycohydrolase inhibition; P18177; TcdB glycohydrolase enzymatic assay, plate reader; inhibition, % at 9.99 µM; actives 0.24% (n = 350,000); AID 652162; in the data active means inhibition above about 10%
MazF activator – increases E. coli MazEF RNase cleavage of RNA; P0AE70; actives 0.32% (n = 350,000); activation, % at 20 µM; AID 504720; FAM/BHQ RNA-DNA oligo cleavage fluorescence, 5 h; in the data active means activation above about 50%
Target sequence (P0AE70 whole entry, looked up): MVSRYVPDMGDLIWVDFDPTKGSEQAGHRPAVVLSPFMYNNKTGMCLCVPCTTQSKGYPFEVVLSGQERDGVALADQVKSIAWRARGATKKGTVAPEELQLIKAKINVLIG
SSB-PriA inh – inhibitors of Klebsiella pneumoniae PriA binding to SSB C-terminal tail; AID 1272365; inhibition, % at 33 µM; AlphaScreen SSBct-PriA binding, biotinylated peptide; actives 0.6% (n = 430,000); in the data active means inhibition mostly above about 37%, no sharp cut-off; inactive means mostly below about 20%;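 further: plate controls were negative control peptide for no effect and reference peptide for full effect; strong numbers were not always called active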
DUSP3 inh – inhibitors of human VHR1 phosphatase (DUSP3) | P51452 | recombinant VHR phosphatase, pNPP absorbance | inhibition, % at 13.3 µM | actives 0.52% (n = 290,000) | AID 1654; in the data active means inhibition above about 50%; further: some compounds called inactive have numbers as strong as hits
Target sequence (P51452 whole entry, looked up): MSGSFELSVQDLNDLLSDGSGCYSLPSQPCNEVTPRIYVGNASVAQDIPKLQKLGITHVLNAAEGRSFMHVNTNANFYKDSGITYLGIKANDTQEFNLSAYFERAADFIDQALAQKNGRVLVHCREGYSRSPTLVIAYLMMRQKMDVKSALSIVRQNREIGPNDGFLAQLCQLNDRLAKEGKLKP
Vc quorum ag – quorum light induction in luxS cqsA deficient V. cholerae; V. cholerae BH1578 lux reporter, luminescence, 6 h; activation, % at 18.7 µM; actives 0.16% (n = 350,000); AID 588436; in the data active means activation mostly above about 9.7%, no sharp cut-off; further: not every result past the cut was called active; inactives centre near 0; reference of the scale not given here
Y pestis TopoI – inhibitors of Yersinia pestis topoisomerase I; Y. pestis Topo-I cleavage product accumulation, plate reader; activity, % at 10 µM; AID 504884; actives 0.064% (n = 360,000); in the data active means activity above about 50%, passing the limit was not always enough; further: inactives centre near 2
Starred values were filed as active, the others as inactive; i = inactive; . = not tested or not shown; & = joins results of further samples.

smiles | Rv3671c inh | SARS 3CLpro inh | CCHF vOTU inh | PrPC TRFRET | TcdB inh | MazF activator | SSB-PriA inh | DUSP3 inh | Vc quorum ag | Y pestis TopoI
O=C(COC(=O)c1cc(S(=O)(=O)N2CCOCC2)c(Cl)cc1Cl)NC1CC1 | 4 | . | -8 | 3 | 0.8 | -5 | -6 | . | -0.3 | 4
C/C(=N\NC(=O)c1nnn(-c2nonc2N)c1-c1cccs1)c1cccc(O)c1 | -1 | 2 | 0 | 3 | -5.8 | 9 | . | 5 | i | -1
Cc1ccc(Cl)cc1NC(=O)CCn1cccc1 | 4 | -4 | 0 | -13 | . | -19 | 1 | 27 | 0.6 | -8
O=C(N/N=C/C(Cl)=C/c1ccc([N+](=O)[O-])cc1)C(=O)Nc1ccc(C(=O)O)cc1 | -10 | 5 | -2 | -18 | 0.5 | 16 | i | 13 | -2.1 | 3
C[N+]1(CC(COCc2ccccc2)OC(=O)Cc2ccccc2)CCOCC1 (configuration not stated) | 5 | -6 | 4 | 1 | 1.0 | 10 | -28 | 33 | -0.3 | 2
CC1(C)CC(NC(=O)COc2ccc(Cl)cc2Cl)CC(C)(C)N1 | -3 | -2 | 7 | -3 | -0.1 | 11 | -18 | 6 | -0.3 | -2
CC1(C)C2CCC1(CS(=O)(=O)Nc1ccc(S(=O)(=O)N3CCCCC3)cc1)C(=O)C2 (configuration not stated) | 5 | -2 | 8 | 1 | . | 1 | -5 | 13 | -0.3 | -6
CCCS(=O)(=O)N1CCCC(C(=O)NC2CCCC(C)C2C)C1 (configuration not stated) | -3 | -3 | 3 | 2 | . | -6 | -12 | -5 | . | -3
Cc1nnc(SCC(=O)Nc2sc3c(c2C(N)=O)CCC(C)C3)[nH]c1=O (configuration not stated) | -9 | . | 4 | -2 | 1.5 | 2 | -9 | . | i | -7
COc1ccc(CN(C)C(=S)Nc2ccc(OC(F)F)cc2)cc1 | 5 | -1 | 6 | 1 | 2.1 | -7 | -27 | 3 | -0.3 | 4
CC(C)CN(C(=O)C1CSC2(C)CCC(=O)N12)c1c(N)n(Cc2ccccc2)c(=O)[nH]c1=O (configuration not stated) | -4 | 1 | -2 | 3 | 1.6 | 5 | -16 | 0 | i | 1
O=C(Cn1cnc2scc(-c3ccc(Cl)cc3)c2c1=O)N1CCOCC1 | -1 | 3 | 7 | 4 | 0.8 | 0 | -8 | 21 | i | -2
COc1ccc(CCNC(=O)Nc2cccc([N+](=O)[O-])c2)cc1OC | -5 | 1 | 7 | -8 | 1.5 | -2 | 12&-11 | -17 | 0.7 | 4
O=C(NC(=S)NCCOCc1ccc(Cl)cc1)c1cccnc1 | -2 | 4 | -1 | -3 | . | -4 | 3 | -7 | -0.2 | 1
FC(F)(F)c1nnc(-c2ccccc2)nc1N1CCCC1 | 2 | 2 | 7 | -3 | 1.4 | 4 | -4 | 2 | -0.4 | 2
CC(C)(C)OC(=O)N1CCC(C(=O)N2CCC[C@H]2C(=O)O)CC1 | -7 | 3 | -5 | 6 | . | 6 | -9 | 29 | 0.6 | -2
CC1(C)Nc2cccc3cccc(c23)N1 | . | . | 33* | -5 | 1.6 | -8 | 10 | . | i | -3
C=C(NC(=O)C(=C)NC(=O)c1csc(C2=NC3c4csc(n4)C4NC(=O)c5csc(n5)C(C(C)(O)C(C)O)NC(=O)C5CSC(=N5)/C(=C/C)NC(=O)C(C(C)O)NC(=O)c5csc(n5)C3(CC2)NC(=O)C(C)NC(=O)C(=C)NC(=O)C(=C)NC(=O)C(C(C)C)NC2C=Cc3c(C(C)O)cc(nc3C2O)C(=O)OC4C)n1)C(N)=O (configuration not stated) | . | . | 2 | -10 | 0.3 | -7 | -8 | . | i | 11
CC(C)N(C(=O)CSc1nc2ccccc2c(=O)[nH]1)C(C)C | 2 | 2 | 6 | -1 | 0.5 | 14 | -3 | 16 | -2.8 | -7
N#Cc1ccc(C(=O)NC(=S)N2CCOCC2)cc1 | -2 | . | -3 | 5 | 0.8 | 4 | 1 | . | i | -3
O=C(OCc1ccccc1)/C(=C/c1cccc(Br)c1)NC(=O)c1ccco1 | -7 | -1 | -1 | -10 | -0.4 | -3 | 0 | 4 | i | 35
CC(O)/C=C/C1OC(=O)CC1Nc1ccc(C=O)cc1 (configuration not stated) | 8 | 0 | 6 | 2 | 0.5 | -8 | -2 | 12 | -0.6 | -7
O=C(Nc1ccc(Oc2nnc(-c3ccccc3)c3ccccc23)cc1)c1ccccc1 | -4 | -4 | -5 | -7 | . | -2 | -6 | 2 | -0.3 | 12
CC(C)C(NC(=O)c1ccc(C(C)(C)C)cc1)C(=O)Nc1cccc(S(N)(=O)=O)c1 (configuration not stated) | 0 | -1 | 5 | 5 | 1.2 | 6 | 7 | -2 | -0.3 | 3
CN(C)CCN(Cc1cc2cc3c(cc2[nH]c1=O)OCO3)C(=S)NCc1ccco1 | 3 | -5 | 3 | -1 | 0.3 | -4 | 11 | 25 | -0.4 | -2
CN(C)CCCOC(=O)COc1ccc(C(C)(C)C)cc1 | 0 | 4 | 19 | 6 | . | -9 | -6 | -4 | -0.3 | 4
COCCCN1CC(=O)N2C(c3cccc(C)c3)c3[nH]c4ccccc4c3C[C@H]2C1=O (some centres not stated) | 6 | 0 | -10 | -3 | 1.6 | -6 | 8 | . | i | 2
CCN(c1ccccc1)c1nc2ccsc2c(=O)s1 | -17 | -4 | -6 | 13 | . | 3 | -84 | -9 | i | 47
O=C(CSc1nnc(COc2ccccc2F)n1-c1ccccc1)NC1CCS(=O)(=O)C1 (configuration not stated) | -7 | -6 | -15 | -1 | 0.7 | 4 | -1 | 5 | 1.4 | 5
O=C(c1cc(S(=O)(=O)N2CCOCC2)ccc1Cl)N1CCCCC1CO (configuration not stated) | 0 | . | -2 | 3 | 1.4 | 3 | 6 | . | -1.0 | 0

Complete entries from above. Order of values: Rv3671c inh, SARS 3CLpro inh, CCHF vOTU inh, PrPC TRFRET, TcdB inh, MazF activator, SSB-PriA inh, DUSP3 inh, Vc quorum ag, Y pestis TopoI
CC(C)CN(C(=O)C1CSC2(C)CCC(=O)N12)c1c(N)n(Cc2ccccc2)c(=O)[nH]c1=O (configuration not stated) in the list: -4, 1, -2, 3, 1.6, 5, -16, 0, i, 1
O=C(c1cc(S(=O)(=O)N2CCOCC2)ccc1Cl)N1CCCCC1CO (configuration not stated) in the list: 0, ., -2, 3, 1.4, 3, 6, ., -1.0, 0

(continued)
smiles | Rv3671c inh | SARS 3CLpro inh | CCHF vOTU inh | PrPC TRFRET | TcdB inh | MazF activator | SSB-PriA inh | DUSP3 inh | Vc quorum ag | Y pestis TopoI
Cc1cccc(-c2noc(CCC(=O)NC3CCCC3)n2)c1 | 2 | -2 | 3 | -7 | 1.6 | 5 | -5 | 13 | . | .
O=C(CC1C(=O)NCCN1Cc1ccc(-c2ccccc2)cc1)NCCCn1ccnc1 (configuration not stated) | 1 | 0 | 0 | 2 | 1.1 | 3 | -2 | 0 | -0.5 | 7
COc1ccccc1C/C(N)=N/OC(=O)c1ccc(C)c([N+](=O)[O-])c1 | -6 | -5 | 12 | -6 | . | -5 | i | 32 | -0.3 | 9
COc1ccc(NC(=O)CC2C(=O)NCCN2C(=O)c2ccc(N(C)C)cc2)cc1 (configuration not stated) | 2 | 8 | 0 | -1 | 0.7 | 12 | -6 | -11 | -0.4 | -2
O=C(Cn1c(=O)oc2cc(S(=O)(=O)N3CCCCC3)ccc21)N1CCc2ccccc2C1 | -2 | 0 | -2 | -3 | 2.1 | 12 | -12 | 42 | -0.2 | 5
CCc1cccc(CC)c1NC(=O)C1CN(S(=O)(=O)c2ccccc2)CCN1S(=O)(=O)c1ccccc1 (configuration not stated) | 2 | -4 | 3 | 3 | . | 3 | -7 | 18 | 3.5 | 31
CCOC(=O)c1c(C)nn(Cc2cccc(Cl)c2)c1N | 10 | 0 | -12 | -1 | 1.9 | 3 | 3 | 25 | -1.5 | -1
C#CCC(NC(=O)c1ccc(C#N)cc1)C(=O)NCCC (configuration not stated) | 1 | . | -7 | -6 | 0.2 | 6 | -6 | . | i | -1
Cc1cc(NC(=O)c2cc(-c3ccncc3)nc3ccccc23)ccc1Br | -85 | . | 16 | -3 | 0.3 | -19 | 11 | . | -1.3 | 28
O=C(CSc1nc2ccsc2c(=O)n1-c1ccccc1)N1CCCC1 | 10 | -5 | 6 | 7 | . | 5 | -2 | 4 | i | 12
COc1ccc(-c2cccc(N3CCN(c4ccccn4)CC3)n2)cc1OC | . | . | -15 | -2 | -0.9 | . | . | . | 0.3 | -11
Cc1ccc(C(=O)NCc2ccccn2)cc1S(=O)(=O)N1CCCCC1 | 2 | -10 | 4 | 0 | 1.6 | -10 | -7 | 42 | -0.4 | 5
Cc1csc2ncc(C(=O)NCCC(c3ccccc3)c3ccccc3)c(=O)n12 | -10 | -1 | -13 | 5 | 0.7 | -3 | -6 | 6 | -0.3 | -1
[O-]c1ccccc1-[n+]1c(-c2ccccc2)cc(-c2ccccc2)cc1-c1ccccc1 | -5 | . | 6 | -5 | -0.5 | 28 | . | . | i | 8
COc1ccc(C(=O)NC2CC(C)(C)Cc3c2cnn3-c2ccccc2)c(OC)c1 (configuration not stated) | 4 | 8 | 17 | 8 | -0.1 | 4 | -1 | 10 | . | 28
Cc1nn(Cc2ccc(Cl)cc2)c(C)c1N | -5 | 6 | -13 | -1 | . | 2 | 5 | -5 | -2.9 | 0
Cc1cccc(OCCNC(=O)c2cncc(Br)c2)c1 | -2 | 4 | -7 | 2 | -0.6 | -2 | -6 | -5 | -0.3 | 2
CN(C(=O)c1cc(-c2ccc3c(c2)OCO3)on1)c1ccccc1 | -2 | 0 | 11 | 8 | 2.2 | 9 | -3 | 32 | 10 | 30
O=C(O)c1cccc2c1Cc1cc(Cl)ccc1-2 | . | . | 4 | 1 | 2.8 | -1 | -7 | . | i | 2
Cc1ccc(-c2nsc3c(N4CCC(C(N)=O)CC4)ncnc23)cc1 | 5 | -3 | -12 | 0 | . | -36 | -12 | -10 | i | 0
Cc1nc(C)c(N)c(=O)[nH]1 | 8 | -3 | -4 | 4 | 1.5 | 9 | 1 | 21 | -0.2 | -8
CCOc1ccc(S(=O)(=O)N2CCN(C(=S)NC3CC3)CC2)cc1 | 5 | -2 | -16 | 5 | 1.3 | 9 | 2 | 2 | 1.3 | 2
CC(C)NC(=O)c1onc(CSc2ccccn2)c1C(=O)NC(C)C | 14 | . | 0 | -6 | 2.0 | 4 | 3 | 15 | -0.3 | 3
Cc1c(-c2ccccc2)nc(N)c(C#N)c1-c1cccnc1 | 8 | -4 | -3 | 0 | 1.1 | -6 | 1 | 17 | -0.5 | 12
O=C1CC(c2ccccc2)CC(O)=C1C=NC1CCCC1 (configuration not stated) | 2 | 2 | -9 | 8 | 0.8 | -8 | -7 | 13 | -0.4 | -3
COc1ccc(-c2cccc([C@H]3[C@@H]4C=CCC[C@@]4(C)C(=O)N3Cc3ccccc3)c2)cc1 | -4 | . | 16 | -2 | 0.9 | -5 | -4 | 30 | -0.6 | 39
CCCn1c(N)c(C(=O)CN(C)CC(=O)Nc2cccc(F)c2)c(=O)[nH]c1=O | -8 | . | -17 | -6 | -1.8 | 4 | -4 | . | i | 9
CCN1CCN(c2nc3ccccc3nc2C(C#N)S(=O)(=O)c2ccc(C)c(C)c2)CC1 (configuration not stated) | 10 | -2 | 2 | 3 | 0.9 | 7 | -21 | 8 | -1.3 | 4

An excerpt from above, reduced to MazF activator and PrPC TRFRET:
SMILES	MazF activator	PrPC TRFRET
C#CCC(NC(=O)c1ccc(C#N)cc1)C(=O)NCCC (configuration not stated)	6	-6
Cc1cc(NC(=O)c2cc(-c3ccncc3)nc3ccccc23)ccc1Br	-19	-3
O=C(CSc1nc2ccsc2c(=O)n1-c1ccccc1)N1CCCC1	5	7
COc1ccc(-c2cccc(N3CCN(c4ccccn4)CC3)n2)cc1OC	.	-2

Assay outcomes: PubChem BioAssay, several laboratories

Not all compounds are listed; rates above refer to the full screens.
